# FBW7 act = FBW7 E3 ligase activators, primary screen, biochemical, AlphaScreen, human; F-box/WD repeat-containing protein 7 (Homo sapiens), Q969H0; AlphaScreen FBW7–phospho-cyclin E peptide binding, activator screen; normalized activity (activation), % at 26.1 µM; 650,000 compounds, 0.13% hits; in the data active = normalized activity above about 1.9%;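 note: purified mutant Fbw7 with reduced substrate affinity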
# TEAD-YAP block = TEAD-YAP interaction inhibition, primary screen, TEAD-YAP interaction inhibitor project, luminescence, HEK-TIYL cells; TEAD-Gal4/YAP UAS-luciferase luminescence; inhibition, % at 9.12 µM; 640,000 compounds, 1.4% hits; AID 1259422, 2018; in the data active = inhibition above about 32%;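 note: 0% = median of test compound wells and 100% = reference inhibitor wells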
# GPR151 activ = activators of human GPR151, primary screen, cell-based, PathHunter beta-arrestin, luminescence | PathHunter beta-arrestin GPR151 cells | G-protein coupled receptor 151 (Homo sapiens), Q8TDV0 | 650,000 compounds, 1% hits | activation, % at 11.2 µM; in the data active = activation above about 4.9%;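 note: 0% = median of compound wells and 100% = cells with positive control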
# Target sequence (Q8TDV0 whole entry, looked up): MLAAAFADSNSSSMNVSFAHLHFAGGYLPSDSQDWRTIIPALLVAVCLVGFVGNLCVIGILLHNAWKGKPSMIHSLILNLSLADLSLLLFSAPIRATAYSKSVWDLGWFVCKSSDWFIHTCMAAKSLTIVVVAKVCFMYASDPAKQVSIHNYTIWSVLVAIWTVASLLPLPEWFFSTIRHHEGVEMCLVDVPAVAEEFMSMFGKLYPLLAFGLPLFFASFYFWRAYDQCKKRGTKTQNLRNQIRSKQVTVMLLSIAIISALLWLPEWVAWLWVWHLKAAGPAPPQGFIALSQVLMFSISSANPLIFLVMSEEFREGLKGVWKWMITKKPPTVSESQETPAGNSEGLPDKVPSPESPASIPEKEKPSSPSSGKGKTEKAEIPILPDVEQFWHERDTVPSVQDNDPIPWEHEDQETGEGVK
# MITF inh = MITF inhibitors, primary screen, biochemical, AlphaScreen, human | AID 1259374, 2018 | AlphaScreen MITF homodimerization, bead proximity signal | 650,000 compounds, 0.91% hits | Microphthalmia-associated transcription factor (Homo sapiens), O75030 | inhibition, % at 2.6 µM; in the data active = inhibition above about 50%;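 note: 0% = vehicle wells with protein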
# Target sequence (O75030 whole entry, looked up): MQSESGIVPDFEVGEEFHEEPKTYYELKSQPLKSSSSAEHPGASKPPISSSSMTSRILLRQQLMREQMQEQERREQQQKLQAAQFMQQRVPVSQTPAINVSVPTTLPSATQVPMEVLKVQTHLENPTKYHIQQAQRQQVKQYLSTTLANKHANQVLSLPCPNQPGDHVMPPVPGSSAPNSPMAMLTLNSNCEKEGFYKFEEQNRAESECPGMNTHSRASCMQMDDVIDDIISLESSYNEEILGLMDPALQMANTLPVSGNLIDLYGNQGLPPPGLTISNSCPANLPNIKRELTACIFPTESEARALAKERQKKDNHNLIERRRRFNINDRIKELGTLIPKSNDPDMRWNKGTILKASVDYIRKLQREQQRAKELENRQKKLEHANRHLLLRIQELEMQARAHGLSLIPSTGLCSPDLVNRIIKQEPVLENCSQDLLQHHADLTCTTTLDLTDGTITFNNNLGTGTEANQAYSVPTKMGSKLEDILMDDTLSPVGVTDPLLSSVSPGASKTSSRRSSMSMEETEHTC
# Starred values were filed as active, the others as inactive; i = inactive; · = not tested or not shown.
cpd	compound	FBW7 act	TEAD-YAP block	GPR151 activ	MITF inh
1	COC(=O)c1ccc(CN2CCc3nnc(C(C)NC(=O)C(C)C)n3CC2)cc1 (stereo not drawn)	0.2	-1	1.2	6
2	CC(C)C(C(=O)OCC(=O)c1ccc(Cl)cc1)N1C(=O)C2C3CCC(C3)C2C1=O (stereo not drawn)	-0.1	5	-0.4	10
3	CCNC(=O)CN(c1cccc(Cl)c1)S(=O)(=O)c1ccccc1	0.2	-3	2.0	6
4	COCCn1c(=O)c2c(nc(-n3nc(C)c(C)c3C)n2C(C)C)n(C)c1=O	-0.1	-6	0.6	-3
5	CCOC(=O)C1CCCN(C(=O)c2ccc3c(=O)n(CCN(CC)CC)c(=S)[nH]c3c2)C1 (stereo not drawn)	-0.1	5	1.6	-12
6	COc1cccc(C(=O)CSc2nnc3ncccn23)c1	-0.3	-12	-0.6	0
7	O=C(Nc1ccc2c(c1)CCC2)c1nc2ncccn2n1	-0.6	-28	-0.4	18
8	COCCNS(=O)(=O)c1cc(OC)c(C)cc1C	-0.1	1	-0.4	-2
9	Cc1ccc(NC(=O)CN(C)C(=S)NC2CC2)cc1	0.0	0	-0.4	-3
10	CCOC(=O)C1(CC2CCCCO2)CCN(C(=O)Nc2ccc3c(c2)OCO3)CC1 (stereo not drawn)	0.1	-6	0.1	10
11	CC(C)N(C(=O)COC(=O)c1ccc2c(c1)OCO2)C(C)C	0.2	4	-1.6	14
12	O=C(O)c1cccc(CSc2n[nH]c(-c3ccccc3)n2)c1	0.1	-1	-1.0	i
13	c1ccc(-c2ccc(C3CC(c4cccs4)n4nnnc4N3)cc2)cc1 (stereo not drawn)	0.3	9	-1.4	12
14	CCOC(=O)c1ccc(NC(=O)COc2cc(C)c(Cl)c(C)c2)cc1	0.0	-1	-0.4	-14
15	Cc1ccc(NC(=O)CC2c3ccccc3Oc3ccccc32)nc1	0.3	52*	-0.3	15
16	O=C(O)CCCNS(=O)(=O)c1ccc(NCc2ccccc2)c(C(=O)O)c1	-0.1	-2	0.0	4
17	Cc1ccc2c(c1)CN(C(=O)c1ccc(F)c(F)c1)CC(C)O2 (stereo not drawn)	0.0	-3	0.5	9
18	O=C(Nc1ccc(Oc2cccc(Oc3ccc(NC(=O)c4ccc(Br)cc4)cc3)c2)cc1)c1ccc(Br)cc1	-0.1	2	-0.7	3
19	O=C(CCC1(Cc2cccs2)CCC(=O)N1)NC1Cc2ccccc2C1 (stereo not drawn)	0.0	2	0.0	17
20	CC(C(=O)Nc1ccc(Cl)cc1Cl)N1C(=O)c2ccccc2C1=O (stereo not drawn)	0.0	7	0.7	1

# Reprinted at random: 5 entries already listed, in no set order.
cpd	compound	FBW7 act	TEAD-YAP block	GPR151 activ	MITF inh
9	Cc1ccc(NC(=O)CN(C)C(=S)NC2CC2)cc1	0.0	0	-0.4	-3
14	CCOC(=O)c1ccc(NC(=O)COc2cc(C)c(Cl)c(C)c2)cc1	0.0	-1	-0.4	-14
18	O=C(Nc1ccc(Oc2cccc(Oc3ccc(NC(=O)c4ccc(Br)cc4)cc3)c2)cc1)c1ccc(Br)cc1	-0.1	2	-0.7	3
12	O=C(O)c1cccc(CSc2n[nH]c(-c3ccccc3)n2)c1	0.1	-1	-1.0	i
19	O=C(CCC1(Cc2cccs2)CCC(=O)N1)NC1Cc2ccccc2C1 (stereo not drawn)	0.0	2	0.0	17

# The listing continues:
cpd	compound	FBW7 act	TEAD-YAP block	GPR151 activ	MITF inh
21	CCOc1cccc(NC(=O)C2CC(=O)N(C)C(=Nc3ccc(F)cc3)S2)c1 (stereo not drawn)	-0.1	3	-0.8	1
22	CCCCCN(C(=O)NC(=O)Nc1ccccc1OCC)S(C)(=O)=O	0.0	9	-1.0	7
23	CCOC(=O)Cn1sc2nc(C)cc(C)c2c1=O	0.2	-7	-0.6	8
24	O=C(Nc1ccc2nc(-c3cccs3)[nH]c2c1)c1cccs1	-0.1	-34	-0.8	-9
25	CC1=[N+]([O-])C(C)(C)CC(C)(C)c2ccccc21	-0.2	-6	-0.4	7
26	CCC(=Nc1cccc(C)c1)NNc1ccc([N+](=O)[O-])cc1[N+](=O)[O-]	0.0	9	2.0	5
27	O=C(NCc1cccc(C(F)(F)F)c1)c1ccnc(-c2ccc(N3CCOCC3)nc2)c1	0.3	-23	-0.4	-1
28	O=C1C2C3C=CC(CC3)C2C(=O)N1/N=C/c1cccc(Br)c1 (stereo not drawn)	0.1	-3	-0.2	7
29	Brc1ccc(-c2noc(C34CC5CC(CC(C5)C3)C4)n2)cc1	-0.1	32	-0.2	5
30	Cc1cc(C)nc(N/N=C/c2c(O)n(Cc3ccc4c(c3)OCO4)c(=O)c3ccccc23)n1	-0.2	14	0.4	9
31	COC(=O)C1=C(C)N=C2SC(C#N)=C(N)N2C1c1ccc(F)cc1 (stereo not drawn)	0.2	7	0.1	7
32	O=C(NCc1ccncc1)C1CCN(S(=O)(=O)c2cccc([N+](=O)[O-])c2)CC1	0.0	-1	-0.3	9
33	CCCCOc1ccc(-c2nc(C=Nc3ccc(I)cc3)c(O)o2)cc1	0.0	-1	-0.1	2
34	COC(=O)c1cc(-c2ccc([N+](=O)[O-])cc2)n[nH]1	-0.1	6	-3.2	-1
35	O=C(Cc1cc(-c2ccc(F)cc2)on1)NCc1ccc(Cl)cc1	0.2	6	2.8	-3
36	Cc1nc(/C=C/c2ccc(Cl)cc2)n2ccccc12	0.0	-20	-0.9	-8
37	COc1cc(NS(=O)(=O)c2ccccc2)ccc1NS(=O)(=O)c1ccccc1	0.0	4	-1.0	7
38	COc1ccc(C2C(=O)N(C3CCCCC3)CC(=O)N2Cc2cccs2)cc1OC (stereo not drawn)	-0.1	-5	-0.3	1
39	N#CC1=C(N)N(c2sc3c(c2C#N)CCCC3)C2=C(C(=O)CCC2)C1c1ccc(Br)s1 (stereo not drawn)	0.1	-6	0.1	13
40	CCCCCCOc1cccc(NC(=O)Cn2c(-c3nonc3N)nc3ccccc32)c1	0.0	10	-0.6	-5

# The list goes on; it opens with the five that closed the last part.
cpd	compound	FBW7 act	TEAD-YAP block	GPR151 activ	MITF inh
36	Cc1nc(/C=C/c2ccc(Cl)cc2)n2ccccc12	0.0	-20	-0.9	-8
37	COc1cc(NS(=O)(=O)c2ccccc2)ccc1NS(=O)(=O)c1ccccc1	0.0	4	-1.0	7
38	COc1ccc(C2C(=O)N(C3CCCCC3)CC(=O)N2Cc2cccs2)cc1OC (stereo not drawn)	-0.1	-5	-0.3	1
39	N#CC1=C(N)N(c2sc3c(c2C#N)CCCC3)C2=C(C(=O)CCC2)C1c1ccc(Br)s1 (stereo not drawn)	0.1	-6	0.1	13
40	CCCCCCOc1cccc(NC(=O)Cn2c(-c3nonc3N)nc3ccccc32)c1	0.0	10	-0.6	-5
41	NC(=O)c1c(NC(=O)C2CC2)sc2c1CCN(Cc1ccccc1)C2	1.0	1	0.0	15
42	O=C(Nc1ccc(-c2cn[nH]c2)cc1)C1CCc2ccccc2O1 (stereo not drawn)	0.0	-23	-0.8	14
43	Cc1nnc(N/N=C/c2ccc(Cl)cc2Cl)n1N	-0.2	-1	3.5	16
44	CC(C)(C)c1ccc(C2=NS(=O)(=O)c3ccccc3N2)cc1	0.0	-64	-0.1	11
45	CCOc1ccc2c(=O)c(-c3ccccc3OC)c(C(F)(F)F)oc2c1	0.1	9	2.2	-8
46	C=CCNS(=O)(=O)c1ccc(OC)c(I)c1	0.9	4	0.3	10
47	c1ccc(-c2ccccc2OCc2nnc3n2CCC3)cc1	-0.1	-1	-0.2	-7
48	C=CCNC(=O)/C(=C\c1cccc([N+](=O)[O-])c1)NC(=O)c1ccccc1Cl	0.0	0	0.1	-2
49	COc1ccc(/C=N/NC(=O)C(=O)NCc2ccccn2)cc1	-0.1	3	0.5	19
50	Cc1ccccc1N(C)S(=O)(=O)c1nnc(NC(=O)c2ccc(F)cc2)s1	0.2	-3	4.5	-2
51	Cc1cc(=O)[nH]c(N/N=C/C=C/c2ccccc2[N+](=O)[O-])n1	-0.5	-4	0.3	0
52	Cc1ccccc1N1C(=O)NC(=O)/C(=C/c2cc(Br)cs2)C1=O	0.6	-5	0.2	11
53	CCOc1ccc(NC(=O)C(=O)N(CC)CC)cc1	-0.1	-9	1.7	-9
54	CNC(=O)/C(C#N)=C/c1ccccc1OC	-0.1	-9	-0.1	-3
55	COc1cc(NC(=O)c2ccc3nc(Nc4cccc(N(C)C)c4)sc3c2)cc(OC)c1OC	0.0	-49	0.1	8
56	COc1cccc(OC)c1C(=O)Nc1ccc(Cl)cc1	-0.1	-9	0.5	-8
57	N#C/C(=C\c1cccc(Oc2ccccc2)c1)C(=O)NC(N)=O	0.0	0	-1.0	4
58	CCN(CCCNC(=O)c1cn(C)c(=O)c2c1c1ccccc1n2C)c1ccccc1	0.1	7	-0.2	21
59	N#Cc1cnn2cc(CCN3CCOCC3)c(-c3ccc(F)cc3)nc12	0.1	3	-1.0	17
60	Cc1ccc(/C=N/NC(=O)c2cc(Cl)ccc2O)s1	0.6	-30	-3.3	22

# Arranged by count of non-hydrogen atoms (ascending): part of the list above
cpd	compound	FBW7 act	TEAD-YAP block	GPR151 activ	MITF inh
53	CCOc1ccc(NC(=O)C(=O)N(CC)CC)cc1	-0.1	-9	1.7	-9
56	COc1cccc(OC)c1C(=O)Nc1ccc(Cl)cc1	-0.1	-9	0.5	-8
55	COc1cc(NC(=O)c2ccc3nc(Nc4cccc(N(C)C)c4)sc3c2)cc(OC)c1OC	0.0	-49	0.1	8

# The list goes on.
cpd	compound	FBW7 act	TEAD-YAP block	GPR151 activ	MITF inh
61	COc1cc(N)c(Cl)cc1C(=O)OCC(=O)c1c(N)n(C)c(=O)n(C)c1=O	-0.1	-3	0.1	2
62	Cc1ccc(NS(=O)(=O)c2ccc(NS(C)(=O)=O)cc2)c(C)c1	-0.1	5	-1.8	-7
63	CSCC[C@H](NC(=O)c1cc([N+](=O)[O-])ccc1Cl)c1nc2ccccc2[nH]1	-0.2	8	4.0	2
64	O=[N+]([O-])c1cccc(CSc2nc3ccccc3n2S(=O)(=O)c2ccc(Cl)cc2)c1	0.0	10	-0.8	11
65	COCCn1c(=NC(=O)C2=COCCO2)sc2cc([N+](=O)[O-])ccc21	0.0	-6	-1.5	-4
66	O=C1C[C@@H](O)C(O)[C@@H]2[C@@H]3C(=O)N(Cc4ccc5c(c4)OCO5)C(=O)[C@@H]3CC[C@@H]12 (stereo partly drawn)	0.1	·	0.1	-5
67	COC(=O)Cn1c(N(C)Cc2ccccc2)nc2c1c(=O)n(C)c(=O)n2C	0.2	8	-0.4	14
68	O=C(O)C1CCCN(S(=O)(=O)c2ccc3ccccc3c2)C1 (stereo not drawn)	0.1	-14	-0.4	21
69	COc1ccc(NS(=O)(=O)c2ccc3c(c2)C(C)(C)C(=O)N3C)cc1Cl	-0.1	1	-0.1	8
70	COc1cccc(-c2ocnc2C(=O)Nc2ccc3nc(-c4cccnc4)oc3c2)c1	0.8	6	7.5*	9
71	O=C(c1ccc(OC2CCN(CC(O)CO)CC2)cc1)N1CCCCC1 (stereo not drawn)	0.0	2	2.1	24
72	Cc1cccc(-c2nc(CSCC(=O)NCCCN3CCOCC3)c(C)o2)c1	0.0	2	1.2	-5
73	CS(=O)(=O)N(CC(=O)O)Cc1ccc(F)cc1	0.1	5	1.8	4
74	c1ccc(Oc2cccc(OCCn3cncn3)c2)cc1	0.0	-10	4.5	67*
75	Cc1c(C(=O)Nc2nc3ccccc3[nH]2)oc2ccccc12	0.0	-2	-0.6	8
76	CN(C)c1ccc(/C=C2/C(=O)NN(c3cccc(Cl)c3)C2=O)cc1	0.0	6	-0.3	-3
77	CCN(CC)c1ccc(NC(=O)c2oc3ccccc3c2C)cc1	0.1	-16	1.3	14
78	COc1ccc(-c2cc(-c3ccc4ccccc4c3O)[nH]n2)cc1	-0.2	-67	1.8	7
79	CCOc1ccc(S(=O)(=O)N(CC)CC)cc1N	0.3	6	-0.4	11
80	O=CN1CCN(Cc2nc(NC3CCCCC3)c3ccccc3n2)CC1	-0.1	12	2.3	3
81	CC(C)(C)C(CN1CCCC1)OC(=O)c1ccccc1 (stereo not drawn)	0.0	3	0.7	8

# From PubChem
